ROCK2 blocker: inhibitors of human ROCK2 kinase, primary screen, biochemical, high-throughput, luminescence. Rho-associated protein kinase 2 (Homo sapiens), O75116. purified ROCK2, Kinase-Glo ATP depletion luminescence. inhibition, % at 6 µM. 0.35% of 60,000 active. AID 604, 2007;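 active means inhibition above the screen-wide mean inhibition plus 3 SD, cut at about 18% in these data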;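 further: plate controls were DMSO wells for no effect and Y-27632 control wells after no-enzyme background subtraction for full effect; many of its hits are not listed in these tables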
MMP-13 inhibitor: human MMP13 inhibitors, primary screen, biochemical, FRET peptide cleavage; inhibition, % at 4 µM; 0.07% of 65,000 active; MMP-13 fTHP FRET cleavage, Mca fluorescence;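 active means inhibition above the mean of compound-free control plate wells plus 3 SD, cut at about 14% in these data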;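 further: 0% = DMSO wells and 100% = wells with reference MMP-13 inhibitor after basal subtraction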
Jurkat tox 60K: cytotoxicity toward Jurkat T cells, primary screen, cytotoxicity control, cell-based, Jurkat E6.1, 60K MLSMR library; 1.2% of 56,000 active; AID 463, 2006; inhibition, % at 4 µM; Jurkat E6.1 viability, ATP luminescence, 48 h;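 active means inhibition above the mean inhibition of all tested compounds plus 3 SD, cut at about 28% in these data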
Cdc25B inh: inhibitors of Cdc25B phosphatase catalytic domain, primary screen, biochemical, OMFP fluorescence. recombinant Cdc25B, OMFP fluorescence Ex485/Em525. inhibition, %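 (compounds tested at 10 µM final in the well)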. 0.1% of 65,000 active. M-phase inducer phosphatase 2 (Homo sapiens), P30305; in the data active means inhibition above about 50%
PKA inh: inhibitors of human PKA kinase activity, primary screen, biochemical, ATP-depletion luminescence, Kemptide substrate; PKA Kemptide phosphorylation, Kinase-Glo ATP luminescence; inhibition, % at 6 µM; 0.1% of 65,000 active; AID 524, 2006;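 active means inhibition above the screen-wide mean inhibition plus 3 SD, cut at about 21% in these data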; further: many of its hits are not listed in these tables
JNK3 inh: JNK3 kinase activity inhibitors, primary screen, biochemical, human, purified enzyme. 0.61% of 60,000 active. Mitogen-activated protein kinase 10 (Homo sapiens), P53779. AID 746, 2007. inhibition, % at 8 µM. HTS; in the data active means inhibition above about 17%;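 further: 0% = DMSO and 100% = reference inhibitor; many of its hits are not listed in these tables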
Target sequence (P53779 whole entry, looked up): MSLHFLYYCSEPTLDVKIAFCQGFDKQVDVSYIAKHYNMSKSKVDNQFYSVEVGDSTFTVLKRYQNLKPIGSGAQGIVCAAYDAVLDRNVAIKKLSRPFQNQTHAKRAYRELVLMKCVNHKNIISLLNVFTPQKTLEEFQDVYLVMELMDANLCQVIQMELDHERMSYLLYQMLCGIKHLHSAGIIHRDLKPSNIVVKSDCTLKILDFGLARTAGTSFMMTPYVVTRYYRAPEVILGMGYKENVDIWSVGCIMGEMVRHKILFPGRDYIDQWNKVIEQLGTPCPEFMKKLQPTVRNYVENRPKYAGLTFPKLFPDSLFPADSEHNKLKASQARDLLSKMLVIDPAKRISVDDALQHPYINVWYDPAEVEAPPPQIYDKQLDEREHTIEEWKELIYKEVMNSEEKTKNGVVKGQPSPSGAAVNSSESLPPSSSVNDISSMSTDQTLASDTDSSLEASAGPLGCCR
TNAP act mid DEA: human TNAP enzyme activators, primary screen, biochemical, luminescent, intermediate phosphate acceptor level | Alkaline phosphatase, tissue-nonspecific isozyme (Homo sapiens), P05186 | purified TNAP, CDP-star luminescence, 100 mM DEA, 30 min; active compounds read high; scale: 0 levamisole-inhibited, 1 vehicle-only enzyme | activation factor at 20 µM | 64,000 tested, under 10 active | AID 813, 2007;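 active means activation factor of at least 2 at 20 µM, relative to controls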
MKP-1 inh: MKP-1 phosphatase inhibitors, primary screen, biochemical, in vitro; Dual specificity protein phosphatase 1 (Homo sapiens), P28562; recombinant MKP-1, OMFP hydrolysis fluorescence; inhibition, %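 (compounds tested at a single concentration somewhere between 10 and 100 µM)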; 0.15% of 65,000 active; AID 374, 2006;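 active means inhibition above about 50%, limit read from the data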;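 further: 0% = DMSO max control wells and 100% = wells with enzyme stopped by NaOH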
Target sequence (P28562 whole entry, looked up): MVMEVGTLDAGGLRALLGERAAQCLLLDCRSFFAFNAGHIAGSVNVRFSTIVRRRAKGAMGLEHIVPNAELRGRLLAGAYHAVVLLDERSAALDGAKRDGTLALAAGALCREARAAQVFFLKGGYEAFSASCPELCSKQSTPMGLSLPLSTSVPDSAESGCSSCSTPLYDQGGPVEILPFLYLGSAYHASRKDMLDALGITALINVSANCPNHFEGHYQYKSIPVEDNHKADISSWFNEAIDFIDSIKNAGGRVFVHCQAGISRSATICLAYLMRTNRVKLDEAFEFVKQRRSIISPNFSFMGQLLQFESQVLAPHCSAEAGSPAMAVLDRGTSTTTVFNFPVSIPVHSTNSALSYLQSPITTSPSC
HEK293 NFkB inh: inhibitors of PMA/ionomycin-induced NF-kB reporter, primary screen, antigen receptor NF-kB inhibitor project, cell-based, HEK-293 luciferase reporter, luminescence | HEK-293 NF-kB luciferase reporter | inhibition, % at 3 µM | 0.21% of 62,000 active;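 active means inhibition above the mean of all tested compounds plus 3 SD, cut at about 40% in these data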;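 further: 0% = stimulated DMSO wells and 100% = 10 µM reference inhibitor 5653914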
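System: NF-kB luciferase reporter HEK-293 cells | Replication: Single test | Control set: DMSO vs reference inhibitor | Evaluation: % inhibition | Schedule: 1 h pretreatment, 16 h stimulation, 37 °C | Probe or stimulus: PMA with ionomycin | Compound dosing: One dose, 3 µM | Detection: Luciferase luminescence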
* marks the source's active call; other numbers are inactive results; . = not tested or not shown; [ ] = remark or other dose.

SMILES	ROCK2 blocker	MMP-13 inhibitor	Jurkat tox 60K	Cdc25B inh	PKA inh	JNK3 inh	TNAP act mid DEA	MKP-1 inh	HEK293 NFkB inh
O=C(COC(=O)c1cccs1)NC1CCCCC1	6	-4	-1	-5	10	4	1	-1	7
O=C(c1ccccc1)N1CC(COc2ccccc2)OC(c2ccco2)O1 (configuration not stated)	9	2	-9	-8	12	-1	0.9	3	1
Cc1noc(C)c1COC(=O)c1ccc2c(c1)S(=O)(=O)c1ccccc1C2=O	5	-14	-2	-15	5	-3	0.9	8	-2
CC(=O)N=C1SC2CS(=O)(=O)CC2N1c1c(Cl)cccc1Cl (configuration not stated)	5	3	-4	-7	8	-2	1	-4	6
COC(=O)CSc1ccc2c(N)c(C(=O)OC)sc2c1	2	-34	4	9	2	-9	1	6	7
C=CCn1c(SCC(=O)NCc2cccs2)nnc1C1CCCCC1	2	-4	-1	-9	2	-1	1	2	-1
COc1ccc(CC(=O)Nc2cc(=O)n(C)c(=O)n2C)cc1	2	2	-4	-10	4	-2	0.9	3	-2
CC(=O)C1=C(c2ccccc2)NC(=O)NC1c1ccccc1OCC#N (configuration not stated)	1	4	-3	-3	8	-3	0.9	12	9
Cc1cc(C)c(S(=O)(=O)N(CC(=O)N2CCOCC2)C2CCCCC2)c(C)c1	-3	3	1	-7	-5	-1	0.9	7	3
O=C(Nc1nncs1)c1cccc(S(=O)(=O)N2CCCC2)c1	6	2	-1	-4	6	-1	1	-2	13
CCOC(=O)N1CCN(C(=O)C2CCC(CNS(=O)(=O)c3ccccc3)CC2)CC1 (configuration not stated)	5	2	1	-13	7	-2	0.9	14	6
O=C(CCN1C(=O)C2C3C=CC(C3)C2C1=O)N1CCN(c2cccc(Cl)c2)CC1 (configuration not stated)	6	-1	-1	-14	10	-2	0.9	20	15
O=C(Nc1ccc2c(c1)OCCO2)c1cccc(S(=O)(=O)N2CCOCC2)c1	7	-6	-2	-6	11	-1	0.9	14	-13
COC(=O)CSc1nnc(Cc2cc(=O)[nH]c(=O)[nH]2)n1-c1cccc(OC)c1	1	5	-9	4	1	0	0.9	-5	5
O=C(c1ccc(Cl)s1)N1CCc2ccccc21	-2	5	3	-9	4	2	1	1	-6
O=C(c1ccc(N2CCOCC2)nc1)N1CCOCC1	5	0	-5	-7	8	1	1	14	-4
O=C1CCCC2=C1C1(CCCC1)N=C(Nc1nc3ccccc3s1)N2	-1	-3	-1	-9	2	-1	0.8	-10	3
CCOC(=O)Cn1c(=O)c2c(nc3n2CCN3Cc2ccccc2)n(C)c1=O	1	2	8	1	-6	-5	1	19	11
COc1ccc2c(c1)C1(C)CC(C)(C)N2C(=O)N1c1ccccc1 (configuration not stated)	-3	-8	.	14	4	3	0.9	-6	.
CCOc1ccccc1OC(=O)c1ccco1	0	1	-7	0	2	4	1	22	13
Cc1noc(NS(=O)(=O)c2ccc(NC(=O)c3ccoc3C)cc2)c1C	4	4	-4	-7	5	0	0.9	4	3
COc1ccc(OC)c(N(CC(=O)O)S(=O)(=O)c2ccc(OC)c(OC)c2)c1	1	0	-3	-7	-9	-2	0.9	3	6
Cc1ccccc1-c1nnc(SCC(=O)Nc2ccc3c(c2)OCCO3)n1N	.	2	.	-5	-3	.	0.9	10	4
Cc1cc(NC(=O)CSc2nnc(CNc3ccc(F)cc3)n2C2CCCCC2)no1	4	2	4	-8	3	-4	1	7	-1
CCOc1ccc(OCC)c(NC(=O)CSc2nc3cccnc3n2C)c1	.	-2	.	3	4	.	0.9	-29	17
O=C(COC(=O)c1cn(-c2ccccc2)nc1-c1cccs1)NC1CC1	5	-10	0	-2	7	1	0.9	-3	8
CCC(=O)Nc1c(C#N)c2nc3ccccc3nc2n1-c1ccccc1C	2	-270[fluorescence artefact?]	-2	5	-2	0	0.9	-2	13
CCn1c(SCC(N)=O)nc2c1c(=O)n(C)c(=O)n2C	-4	-3	3	-1	-1	-6	0.9	-5	10
O=C(NCCN1C(=O)C2C3C=CC(C3)C2C1=O)Nc1ccc(Br)cc1 (configuration not stated)	1	1	-4	-4	4	-14	1	6	-36
O=C1OCCC1N1C(=O)c2ccccc2S1(=O)=O (configuration not stated)	-1	-6	5	-3	-2	-1	0.9	14	14
O=C(NC(=O)c1cccc(F)c1)OC[C@@H]1CCCN2CCCC[C@H]12	5	0	4	-13	7	-3	0.9	-5	6
COc1ccc(N2C(=O)CSC2c2cccc(F)c2)c(OC)c1 (configuration not stated)	3	-3	6	-12	6	4	1	5	19
CCOCCn1c(=O)c2c(nc3n2CCN3c2ccc(C)cc2)n(C)c1=O	3	1	-3	5	7	-3	1	17	18
O=C(Cn1c(=O)oc2cc(S(=O)(=O)N3CCc4ccccc43)ccc21)N1CCCCC1	-4	6	6	-10	3	1	0.9	15	11
O=S(=O)(Nc1nc2ccccc2[nH]1)c1ccccc1	-8	-5	8	-5	4	-14	0.8	-17	32
COC(=O)c1cc(NCc2cccs2)ccc1N1CCOCC1	5	3	-4	-7	4	-7	1	33	-7

One compound at a time, from the list above. Order of screens: ROCK2 blocker, MMP-13 inhibitor, Jurkat tox 60K, Cdc25B inh, PKA inh, JNK3 inh, TNAP act mid DEA, MKP-1 inh, HEK293 NFkB inh
Results for O=S(=O)(Nc1nc2ccccc2[nH]1)c1ccccc1 = -8, -5, 8, -5, 4, -14, 0.8, -17, 32
Results for O=C(Nc1nncs1)c1cccc(S(=O)(=O)N2CCCC2)c1 = 6, 2, -1, -4, 6, -1, 1, -2, 13
Results for COC(=O)CSc1ccc2c(N)c(C(=O)OC)sc2c1 = 2, -34, 4, 9, 2, -9, 1, 6, 7
Results for Cc1cc(NC(=O)CSc2nnc(CNc3ccc(F)cc3)n2C2CCCCC2)no1 = 4, 2, 4, -8, 3, -4, 1, 7, -1
Results for O=C(NC(=O)c1cccc(F)c1)OC[C@@H]1CCCN2CCCC[C@H]12 = 5, 0, 4, -13, 7, -3, 0.9, -5, 6

Going on with the list:
SMILES	ROCK2 blocker	MMP-13 inhibitor	Jurkat tox 60K	Cdc25B inh	PKA inh	JNK3 inh	TNAP act mid DEA	MKP-1 inh	HEK293 NFkB inh
CCN(CCNC(=O)CS(=O)(=O)Cc1nc(-c2cccc(OC)c2)oc1C)c1ccccc1	6	4	-2	-29	13	-6	0.9	22	-2
C#CC(C)(C)NC(=O)CSc1nc2c(c(=O)n(C)c(=O)n2C)n1CCCC	5	-2	-6	-8	8	-1	1	-6	7
CC(C)N(C(=O)NC(=O)NCC1CCCO1)S(C)(=O)=O (configuration not stated)	3	1	4	-1	0	-3	1	-1	22
COc1ccc(OCCCC(=O)Nc2nnc(C3CCCO3)s2)cc1 (configuration not stated)	.	1	.	-9	4	.	0.9	6	21
Cc1cccc(NC(=O)c2cccnc2)c1	4	-7	-5	5	5	2	0.9	6	-14
COc1ccc2[nH]cc(CCN=C3SCC(=O)N3C)c2c1	4	1	13	-6	6	-4	1	13	1
CC1CCc2nn(CC(=O)NCCN3CCOCC3)cc2C1 (configuration not stated)	1	-1	3	-3	-2	4	0.9	6	16
CC1=CC(=C2C(=O)c3ccccc3C2=O)C=C(C)N1C	0	3	-4	-2	-1	21*	0.9	-17	-10
COc1ccc(C2/C(=C(/O)c3ccccc3)C(=O)C(=O)N2CCO)cc1 (configuration not stated)	4	4	2	-6	10	0	0.9	-1	12
COc1cccc(OCc2nc3ccccc3c(=O)n2N)c1	2	0	-3	-1	7	-3	1	-15	5
Cc1ccccc1C(=O)c1ccc2c(c1)n(C)c(=O)n2C	14	-2	.	-10	7	-4	0.9	-26	.
CC(=O)Cc1nsc(NC(=O)c2c(-c3ccccc3Cl)noc2C)n1	4	-1	-2	-2	5	-5	0.9	-4	8
COc1cccc(C(c2nnnn2Cc2ccccc2)N2CCN(C(=O)c3ccco3)CC2)c1OC (configuration not stated)	-3	3	10	-11	5	-2	0.9	3	19
Cc1ccnc(NC(=O)CN(C)S(=O)(=O)c2cccc3nsnc23)c1	4	-5	4	-10	4	2	0.9	-17	4
O=C(NCCC(=O)N1CCNC1=O)OCc1ccccc1	2	3	-1	-8	9	-3	0.9	-15	16
COc1ccc(-c2cnn(-c3ccccc3)c2N)cc1OC	2	6	-4	2	12	-7	0.9	9	5
CC(=O)C1=C(C)Nc2ncnn2C1c1ccc(Cl)cc1Cl (configuration not stated)	-5	-6	1	2	-8	-1	0.9	0	4
COC(=O)c1ccccc1NC(=O)CSc1nnc(-c2ccoc2C)n1C	3	-1	-2	-7	3	4	1	-8	9
Cc1cc(NC(=O)CN2CCCC2c2nc3ccccc3s2)no1 (configuration not stated)	2	3	-9	-4	6	6	1	22	9
Cc1nnc(SC(C)C(=O)Nc2ccc(S(=O)(=O)N3CCCCC3)cc2)s1 (configuration not stated)	4	-4	4	2	15	-7	0.9	6	15
CCN(CC)C(=O)c1cn(C)c(=O)c2cc(OC)c(OC)cc12	.	-7	.	-4	-1	.	0.9	7	20
Cn1cccc1C(=O)Nc1nc(-c2ccccn2)cs1	4	4	18	-23	8	-2	.	23	-34
O=C(CCN1C(=O)COc2ccccc21)NCCN1CCc2ccccc2C1	5	2	-5	-7	14	-5	1	0	-15
O=C(c1ccccc1NS(=O)(=O)c1cccs1)N1CCCC1	.	0	.	-11	3	.	1	4	20
CCCNC(=O)C1CCN(c2nc(C)cc(C)n2)CC1	-4	-23	8	-11	10	2	1	-20	18
CCOC(=O)N1CCC2(CC1)C(C#N)=C(N)Oc1n[nH]c(CSc3ccc(C)cc3)c12	-4	3	5	-2	-4	-3	1	23	17
COc1ccccc1C(=O)NCCCN1CCCC1=O	-3	0	-3	-8	1	-4	1	-3	5
C=CCn1cnc2c(c1=O)c1nc3ccccc3nc1n2/N=C/c1cccc(OC)c1OC	-1	0	0	-1	-2	1	0.9	29	6
O=C(c1oc(=O)c2ccccc2c1-c1ccccc1)N1CCN(C2CCCCC2)CC1	5	-4	3	-13	8	-1	1	30	2
O=C(CCCn1c(=O)c2sccc2n(CC(=O)OCc2ccccc2)c1=O)NCc1ccco1	6	2	0	-8	9	3	0.9	26	14
CCOC(=O)CC1=C(C(=O)OCC)C(c2ccc(C)o2)C(C#N)=C(N)O1 (configuration not stated)	2	-10	9	-8	-4	-4	0.8	8	16
Cc1noc(C(=O)N2CC3(C)CC2CC(C)(C)C3)c1Cl (configuration not stated)	3	1	2	2	0	2	0.9	1	11
O=S(=O)(c1cccs1)N1CCN(CC(O)COC2CCCc3ccccc32)CC1 (configuration not stated)	3	2	5	-10	6	3	1	8	19
COc1ccccc1-c1c(C#N)c(SCC(=O)N2CCCC2)nc(C)c1C(N)=O	.	3	.	-11	4	.	0.9	1	10
Cn1c(C(=O)Nc2ccc3c(c2)OCCO3)cc2sccc21	-1	3	10	-8	6	0	0.9	6	-43
COc1ccc(OC)c(C(=O)CSc2nnc(Cc3cccs3)n2C)c1	6	0	12	-4	5	-2	1	4	8
CCOC(=O)CSc1nnc(CNC(=O)c2cccs2)n1-c1cc(C)ccc1C	2	-3	-8	-24	8	3	1	-2	9
